# Ins promoter up – MIN6 insulin promoter up-regulation. 190,000 compounds, 0.3% hits. z-score at 5 µM. MIN6 insulin promoter-GFP reporter, high-content imaging; hits give high values;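 active means z-score above 3 at 5 µM with at least 500 cells counted in the well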
# Hep lipid drop – modulators of hepatic lipid droplet formation; inhibition, % at 6.5 µM; 240,000 compounds, 0.4% hits; AML12 mouse hepatocytes, oleate lipid droplets, BODIPY imaging;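 active means lipid droplet intensity inhibited by at least 50%, with more than 500 cells counted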
#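 Material – AML12 mouse liver cells · Also added – oleate loading, 100 µM · Compound dosing – 6.5 µM single-point dosing · Times – overnight treatment with compound plus oleate · Measured by – fluorescence imaging, 20x objective, two fields per well · Read-out – percent inhibition of filter-corrected integrated lipid droplet intensity per well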
# Autophagy HCS – alters autophagy in cells | MEF GFP-LC3 puncta imaging; test concentration mostly 10 µM | calls only at 10 µM (by protocol) | 190,000 compounds, 0.98% hits;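 active means percentage of spot-positive cells more than 3 SD above its plate mean, without a fluorescence outlier flag or 80% toxicity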;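 further: spot-positive cell cutoff set from DMSO-treated cells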
# Dynein cargo inh – blocks dynein driven cargo transport along microtubules. z-score, hits read low. 220,000 compounds, 0.47% hits. 3617.4 mouse cells, GR-EGFP nuclear translocation imaging; test concentration mostly 20 µM; stimulated with dexamethasone, 1 µM; hits give low values;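 active means plate z-score of nuclear minus cytoplasmic receptor signal below a set negative limit, without overly bright fluorescence or cell loss, cut at about -3.5 in these data, passing the limit was not always enough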;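 further: z-score of nuclear minus cytoplasmic ring GR-EGFP intensity difference per well; some compounds called inactive have numbers as strong as hits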
#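 Also added – dexamethasone, 1.0 µM final · Buffer or medium – tet-free, stripped-serum medium · Schedule – induction 48 h, compound 1 h, agonist 30 min · Detection – formaldehyde fixation, Hoechst nuclear stain, 10x automated fluorescence imaging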
# P. falciparum M1AAP – malaria alanyl aminopeptidase activity blockers – biochemical, fluorogenic H-Leu-NHMec substrate, 1536-well (AID 1445). inhibition, % at 30 µM, or IC50 in µM where a hit was titrated. 220,000 compounds, 0.42% hits. recombinant M1AAP, H-Leu-NHMec fluorogenic kinetic assay; higher % means a stronger effect;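 active means primary inhibition above the hit cutoff, then over 50% inhibition at one or more dose response concentrations, cut at about 23% in these data, passing the limit was not always enough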;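 further: plate controls were DMSO full reaction for no effect and no enzyme background for full effect; strong numbers were not always called active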
# MT stabilizer – microtubule stabilizers in HeLa cells. 200,000 compounds, 0.83% hits. AID 2205. % tubulin-high responders, % at 10 µM. HeLa tubulin immunostaining HCS, 24 h; share of cells brighter than vehicle mean+2SD;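 active means plate Z-score above 3 for both tubulin-high and condensed-nucleus cell shares, with cell loss under 80%, at 10 µM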;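 further: anti alpha tubulin signal scored within the nucleus-defined area of each cell; some results filed as inactive read as strong as hits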
# ER stress rescue – rescue of cells from ER stress-induced death, primary screen, 384-well, CSM14.1, thapsigargin, ATP luminescence (AID 1222); CSM14.1 thapsigargin-induced death rescue, ATP luminescence; higher % means a stronger effect; cellular ATP content (survival), % at 20 µM, or EC50 in µM where a hit was titrated; 190,000 tested, under 10 active;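 active means EC50 below 50 µM in the dose-response confirmation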;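 further: death triggered by thapsigargin at about 15 µM added after 2 h compound pretreatment; cell ATP read after overnight thapsigargin exposure of roughly 18 to 22 hours; normalized against plate controls of thapsigargin alone and 5% DMSO vehicle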
# P. falciparum M17LAP – P. falciparum M17LAP inhibitors, primary screen, biochemical, fluorogenic H-Leu-NHMec substrate, 1536-well (AID 1619) | recombinant M17LAP, H-Leu-NHMec fluorogenic kinetic assay; higher % means a stronger effect | one-dose inhibition, % at 30 µM; IC50 in µM for titrated hits | 220,000 compounds, 0.38% hits;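 active means compound inhibiting the enzyme by more than half at any dose during confirmatory dose-response retesting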;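 further: plate controls were full reaction with DMSO carrier for no effect and no enzyme background for full effect; strong numbers were not always called active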
# Yfh1-off respiration – mitochondrial function rescue without frataxin homolog – Friedreich's ataxia, plus single-dose screen, dose response (AID 1465); 220,000 compounds, 0.074% hits; one-dose fold induction at 50 µM; EC50 in µM for titrated hits; S. cerevisiae Yfh1-off respiration, WST-1 reduction, 72 h; higher fold induction means a stronger effect;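 active means fold induction of absorbance versus untreated yeast above a set limit, then at least 30% activation at any dose in follow-up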;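 further: activators that raise dye reduction in frataxin-depleted yeast; strong numbers were not always called active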
# Dynein cargo inh cytoplasmic EGFP – also measured in Dynein cargo inh; calls as there; z-score; measured here: cytoplasmic GR-EGFP intensity; hits give high values
# Dynein cargo inh nuclear GR-EGFP – second read-out of Dynein cargo inh, no call of its own (marks repeat the call); z-score; measured here: nuclear GR-EGFP intensity;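 lower value marks the stronger effect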
# Dynein cargo inh cell count – further read-out of Dynein cargo inh, marked with its call; z-score; measured here: cell count per field
# Ins promoter up cell count – recorded beside Ins promoter up, whose call it bears; cell count; measured here: cytotoxicity, nuclei count;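 total cells summed across four imaged fields per well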
# Hep lipid drop cells 6.5 µM – recorded beside Hep lipid drop, whose call it bears; cell count; measured here: cell count, cytotoxicity flag;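 cells counted across two imaged fields per well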
# MT stabilizer Hoechst-high % – second read-out of MT stabilizer, no call of its own (marks repeat the call); % Hoechst-high responders; measured here: nuclear condensation Hoechst responders;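 share of cells brighter than vehicle mean plus two SD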
# MT stabilizer cytotoxicity % – recorded beside MT stabilizer, whose call it bears; toxicity, %; measured here: cytotoxicity by cell density;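 0% = mean cell density of plate MIN control wells and 100% = no cells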
# Autophagy HCS cell loss 18 h – recorded beside Autophagy HCS, whose call it bears; toxicity, %; measured here: cell loss, nuclei count;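 cell loss after 18 h compound exposure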
# Starred values were filed as active, the others as inactive; i = inactive; . = not tested or not shown; + = active, no number.
SMILES	Ins promoter up	Ins promoter up cell count	Hep lipid drop	Hep lipid drop cells 6.5 µM	Autophagy HCS	Autophagy HCS cell loss 18 h	Dynein cargo inh	Dynein cargo inh cytoplasmic EGFP	Dynein cargo inh nuclear GR-EGFP	Dynein cargo inh cell count	P. falciparum M1AAP	MT stabilizer	MT stabilizer Hoechst-high %	MT stabilizer cytotoxicity %	ER stress rescue	P. falciparum M17LAP	Yfh1-off respiration
CCn1c(SCC(=O)NCc2ccco2)nnc1C(C)C	0.1	1056	.	.	i	5.3	-0.893	-0.235	-0.179	1.1	-2.3%	1.8	1.9	5.7	0.2%	3.8%	i
O=C(CSc1ccsc1[N+](=O)[O-])N1CCN(c2ccc(Cl)cc2)CC1	-0.22	1394	-1.2	595	i	1.8	-0.677	-0.199	-0.309	0.464	9.2%	7.1	2.8	10.6	-1.0%	-5.5%	i
COc1ccc(CCNC(=O)CCn2cccc2)cc1OC	0.43	1608	.	.	i	12.2	0.403	-0.398	0.768	-0.719	0.9%	7.3	2.8	3.9	1.2%	-5.9%	i
Cc1ccc(NC(=O)c2ccccc2Cl)c(Cl)c1	0.94	898	12.2	780	i	7.3	-0.309	-0.221	-0.169	0.55	2.1%	3.8	2.6	7.4	-5.0%	-7.0%	i
CCc1ccccc1N(C)S(=O)(=O)c1ccc2[nH]cc(C(=O)O)c(=O)c2c1	0.05	1150	18.1	700	i	11.8	0.164	-0.328	0.352	0.0896	9.9%	5.2	2.0	3.8	0.1%	-0.3%	i
Cc1ccc(-c2nnn(CC(=O)N(c3ccc(F)cc3)C(C(=O)NC(C)(C)C)c3ccco3)n2)o1 (centres undefined)	-0.01	1206	24.0	776	i	-4.1	0.355	-0.251	0.0862	-0.49	-1.2%	3.3	2.6	2.9	-1.9%	-17.5%	i
O=C(CN1CCCc2ccccc21)NC(=O)NCc1ccco1	0.39	807	-15.0	756	i	-4.6	-0.899	-0.209	-0.321	0.884	6.8%	2.7	1.2	2.1	1.6%	-1.7%	i
CC1(C)CC2(CC(c3ccccc3)c3ccc(O)cc3O2)NC(=S)N1 (centres undefined)	-1.02	1444	3.0	688	i	-0.3	-0.274	-0.0466	-0.251	0.598	4.6%	2.3	1.6	4.8	-0.1%	24.6%	i
CC(=O)Nc1cccc(C(=O)/C=C/c2ccco2)c1	0.82	1251	.	.	i	1.9	-0.756	-0.0986	-0.49	0.0659	12.2%	0.8	1.6	5.1	0.6%	17.6%	i
O=C(Nc1ccc(N2CCOCC2)cc1)C1CCN(S(=O)(=O)c2ccc3c(c2)OCCO3)CC1	-0.01	1617	-10.8	563	i	-9.6	-0.753	-0.237	-0.523	1.54	6.3%	1.6	1.6	4.6	-1.4%	10.4%	i
COc1ccccc1CNC(=O)C1CCC1	-0.35	1318	-14.3	647	i	0.2	0.035	-0.254	0.121	0.971	-2.4%	3.5	3.1	6.7	-0.6%	-0.4%	i
O=Nc1ccc(NOC(=O)c2ccccc2Br)cc1	-0.39	1252	-23.3	698	i	10.7	-0.432	-0.254	-0.645	0.136	13.6%	3.4	3.9	2.2	2.2%	19.0%	i
CC(NC(=O)c1ccc2c(c1)OCCO2)c1ccc(S(N)(=O)=O)cc1 (centres undefined)	-0.73	1243	24.5	658	i	7.8	0.371	-0.229	0.202	-1.23	-2.4%	2.8	2.1	0.6	-1.8%	-0.8%	i
CCn1c2ccccc2c2cc(NC(=O)CN(C)CC(=O)Nc3ccc(N4CCOCC4)cc3)ccc21	-1.66	1534	6.2	748	i	-6.0	2.25	0.0228	1.73	-1.78	-0.2%	3.2	2.8	13.0	-0.3%	-14.2%	i
O=C1C2C3C=CC(C4CC34)C2C(=O)N1c1cc(Cl)ccn1 (centres undefined)	.	.	1.9	740	.	.	0.613	-0.271	0.744	0.64	-2.7%	.	.	.	.	-0.6%	i
CCOc1ccc2nc(SCC(=O)Nc3nonc3C)[nH]c2c1	-0.48	1455	-16.4	737	i	25.8	-0.209	-0.199	0.0946	0.303	-0.4%	1.8	2.0	10.4	-1.7%	-6.2%	i
COc1ccccc1C(N)=S	0.18	1448	9.1	610	i	-46.2	-0.882	-0.32	-0.762	1	8.0%	1.6	2.8	6.7	-0.8%	-6.8%	i
COC(=O)N/N=C/c1cc(C)n(-c2cccc3ccccc23)c1C	0.29	1146	-10.7	697	i	-0.7	0.0226	-0.227	0.382	-0.748	2.7%	2.8	2.4	0.8	-1.4%	4.3%	i
CC(C)(C)n1nc2c(c1NC(=O)COc1ccc(Cl)cc1)CS(=O)(=O)C2	-0.18	1258	-18.8	702	i	20.8	-0.141	-0.174	-0.356	1.12	-1.2%	2.2	1.9	4.8	-1.7%	3.7%	i
O=C(NCCN1CCOCC1)c1ccc(CS(=O)(=O)c2c(Cl)cccc2Cl)o1	0.97	979	.	.	i	3.2	-0.369	-0.282	-0.101	0.649	3.8%	2.8	4.0	4.5	0.8%	1.6%	i
Cc1cc(NS(=O)(=O)c2ccc(NC(=O)c3ccoc3C)cc2)nc(C)n1	0.79	1387	.	.	i	8.1	-0.487	-0.208	0.09	-0.0166	1.3%	3.3	1.6	4.9	-1.4%	21.7%	i
Cc1ccc(-c2nnnn2CS(=O)(=O)c2ccccc2)cc1	0.29	1850	-5.2	594	i	-0.8	-0.704	-0.23	-0.182	1.18	-2.2%	2.0	2.2	13.3	-3.3%	-3.5%	i
O=S(=O)(Nc1ncccn1)c1ccc(NC(=S)Nc2ccccc2Cl)cc1	-0.55	1460	-15.5	682	.	.	1.74	-0.253	0.719	-0.203	6.2%	.	.	.	.	1.3%	i
Cc1ccc2c(c1)c1c3n2CCCN(Cc2ccccc2)C3CCC1 (centres undefined)	-0.77	914	-0.1	728	i	-1.5	0.27	-0.208	0.0177	-0.0825	-0.6%	9.2	4.5	1.3	-0.7%	2.8%	i
C(=C\c1ccccc1)/CSc1nnc(-c2ccccc2)n1Cc1ccco1	-0.65	1227	.	.	i	62.3	0.298	-0.421	0.262	-0.282	1.6%	23.2*	49.0*	35.9*	-2.2%	-0.1%	i
Cc1cc(NC(=S)N(CCCN2CCN(C)CC2)Cc2ccco2)ccc1Cl	2.17	836	13.4	691	+	-0.6*	-0.766	-0.263	-0.0515	0.189	0.8%	4.0	1.0	19.4	-1.4%	-3.0%	i
COCCn1c(C)cc(C(=O)COC(=O)CCc2ccc(S(=O)(=O)N3CCOCC3)cc2)c1C	-0.22	1074	.	.	i	7.7	-0.462	-0.164	-0.338	0.389	4.5%	2.1	1.5	5.6	-0.8%	3.3%	i
CCCOC1(NC(=O)c2ccccc2)C(C)=CC(=O)C=C1C	.	.	.	.	i	18.4	-0.712	-0.324	-0.0346	1.08	-5.3%	5.5	1.6	12.2	0.1%	-6.6%	i
CCCCCCn1c(C(C)O)nc2ccccc21 (centres undefined)	-0.77	1096	-0.3	718	i	-59.5	-1.22	-0.355	-0.93	1.23	1.0%	3.0	2.9	13.1	0.7%	-1.4%	i
CCOC(=O)C1CCN(CC(=O)Nc2cc(C)nn2-c2nc3ccccc3s2)CC1	0.12	1239	6.1	753	i	-16.9	0.134	-0.145	0.15	-0.0409	2.6%	1.1	1.6	6.6	0.0%	-7.6%	.
O=C(NC1CCCc2ccccc21)c1ccccc1Cl (centres undefined)	-0.48	1761	-11.7	675	i	-34.4	-1.18	-0.27	-0.59	1.11	2.5%	1.8	1.3	1.2	-0.2%	-0.1%	i
O=C(O)c1cccc(NC(=S)NC(NC(=O)c2ccco2)C(Cl)(Cl)Cl)c1 (centres undefined)	1.68	1342	-3.2	768	.	.	0.0964	-0.252	-0.0548	0.443	39.9µM*	.	.	.	.	33.1%	i
Nc1n[nH]c2cc(=O)n(-c3cccc(C(F)(F)F)c3)nc12	-0.18	1263	2.6	709	i	-0.9	-1.34	-0.249	-0.631	0.71	5.7%	3.3	3.3	4.4	-0.2%	12.8%	.
Cc1cc(Cl)c(OCCOCCN2CCCCC2)c(Br)c1	1.02	1275	-21.3	668	i	-4.8	-0.609	0.905	-0.182	-0.111	4.3%	2.0	4.0	5.3	-1.9%	-4.3%	i
CCOC(=O)C1CCN(C(=O)Cc2ccc(C)cc2)CC1	-0.79	818	11.1	747	i	3.3	-0.621	0.0105	-0.0574	0.341	-2.7%	1.1	0.9	8.4	-0.4%	3.5%	i
COc1ccc2c(c1)CCCN2C(N)=O	1.34	1251	-0.4	782	i	-7.2	-0.0236	-0.266	-0.0327	0.894	-3.8%	2.5	0.8	3.0	2.8%	-3.8%	i
CCc1c(C)nc2ncnn2c1NC1CCCc2ccccc21 (centres undefined)	-1.2	1499	3.7	746	i	-5.9	0.895	0.533	1.04	-1.02	-0.4%	0.9	1.1	5.0	1.0%	-12.8%	i
